Compound activity from PubChem BioAssay.
JMJD2A Tudor = inhibitors of human JMJD2A Tudor domain; Potency, µM (titrated, usually from 114 µM), for the others: at the highest dose activity change, negative = inhibition, actives largely listed as inhibitors; O75164; AID 504339; AlphaScreen JMJD2A-Tudor / H3K4me3 peptide binding; hit rate 4.4% among 390,000; also: potency is read from the fitted curve at half-maximal effect; % is scaled to controls: 0 for no effect and ±100 for the full control effect; nearly all actives have a fitted effect of over 50% in size
Pin1 inh = blocks the human prolyl isomerase Pin1; Q13526; Pin1 FP peptide displacement, HiFluor488, 10 min; Potency, µM (series often up to 115 µM), inactives show at the top dose activity, negative = inhibition, most hits filed as inhibitors; hit rate 0.009% among 390,000; AID 504891; active = well fitted inhibition curve with a large enough effect in the polarisation, with a control signal flat, not every such curve was filed as active; inconclusive = small, poorly fitted or top-dose-only effect, or effect the other way, or a change in a side signal; inactive = no such curve, though single readings can be large or run the other way; the % refers to the polarisation; also: potency is read from the fitted curve at half-maximal effect; % is scaled to controls: 0 for no effect and ±100 for the full control effect
BAZ2B block = inhibitors of human BAZ2B bromodomain | Potency, µM (highest dose often 114 µM), for the others: top-dose activity change, negative = inhibition, most hits filed as inhibitors | AlphaScreen BAZ2B-H3K14Ac peptide displacement | hit rate 4.4% among 360,000 | Q9UIF8; also: potency is read from the fitted curve at half-maximal effect; % is scaled to controls: 0 for no effect and ±100 for the full control effect; nearly all actives have a fitted effect of over 60% in size
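AlphaScreen displacement of biotin-H3(5-23)K14Ac peptide (50 nM final) from BAZ2B (50 nM final) in PBS pH 7.4, 0.01% Tween-20; complex preformed 30 min RT, then compounds (top 110 uM) 30 min RT, beads 20 min dark.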
PGK inhibitor = T. brucei PGK inhibition; P07378; PGK/GAPDH coupled, Kinase-Glo luminescence, 60 min; Potency, µM (doses to about 57.5 µM), for the others: at the highest dose activity change, negative = inhibition, usual class: inhibitors; hit rate 0.043% among 380,000; also: potency is read from the fitted curve at half-maximal effect; % is scaled to controls: 0 for no effect and ±100 for the full control effect; nearly all actives have a fitted effect of over 60% in size
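Luminescent ATP detection (Kinase-Glo Plus) follows a 60-minute room-temperature incubation, with wells lacking PGK as controls. Buffer: 100 mM TEA (pH 7.6), 5 mM MgCl2, 0.01% Tween-20. Coupling enzyme GAPDH (100 nM final) supplies unstable 1,3-BPG in-well.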
PI4K2A inh = PI4K2A (human) kinase inhibition; purified PI4K2A, ADP-Glo luminescence, 1 h; hits give low values; activity change, negative = inhibition, % at 76.9 µM; hit rate 0.13% among 420,000; AID 1346378; in the data active = activity change below about -50%; inconclusive = mostly about -30% to -49%;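 also: -100% = wells without enzyme as full effect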
Target sequence (Q9BTU6 whole entry, looked up): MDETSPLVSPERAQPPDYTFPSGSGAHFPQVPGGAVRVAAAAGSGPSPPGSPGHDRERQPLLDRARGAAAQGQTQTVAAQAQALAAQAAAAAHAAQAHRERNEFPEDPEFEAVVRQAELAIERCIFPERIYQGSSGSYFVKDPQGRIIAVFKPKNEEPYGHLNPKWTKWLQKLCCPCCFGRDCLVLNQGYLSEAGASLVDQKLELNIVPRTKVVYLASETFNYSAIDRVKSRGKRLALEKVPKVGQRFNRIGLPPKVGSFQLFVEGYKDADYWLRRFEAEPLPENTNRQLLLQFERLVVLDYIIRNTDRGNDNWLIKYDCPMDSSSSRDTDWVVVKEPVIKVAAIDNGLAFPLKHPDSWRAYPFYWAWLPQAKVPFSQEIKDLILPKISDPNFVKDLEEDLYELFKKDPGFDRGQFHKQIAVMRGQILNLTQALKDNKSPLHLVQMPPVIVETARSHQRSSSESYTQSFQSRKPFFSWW
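PI4K2A activity was measured by ADP-Glo luminescence: enzyme (4 ug/mL stock) and phosphatidylinositol (1.2 mM stock) in Tris pH 7.5/MgCl2/EGTA/Triton X-100 buffer were reacted with ATP (300 microM stock) for one hour at ambient temperature.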
POLH inh = DNA polymerase eta (human) inhibition; Q9Y253; AID 588591; Potency, µM (doses to about 114 µM), inactives show at the highest dose activity change, negative = inhibition, actives largely listed as inhibitors; recombinant Pol eta, fluorescent DNA replication assay; hit rate 1.2% among 390,000; also: potency is read from the fitted curve at half-maximal effect; % is scaled to controls: 0 for no effect and ±100 for the full control effect
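Fluorescent replication assay: 50 nM final substrate added after a 15 min room-temperature compound preincubation with 10 nM enzyme. Signal taken at 0 min and again at 10 min.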
HP1b chromo inh = inhibitors of HP1-beta chromodomain binding to methylated histone tails. Potency, µM (top dose mostly 114 µM), for inactives: top-dose activity change, negative = inhibition, usual class: inhibitors. P83916. AlphaScreen HP1-beta / biotin-H3K9me3 peptide binding. hit rate 0.56% among 390,000; also: potency is read from the fitted curve at half-maximal effect; nearly all actives have a fitted effect of over 70% in size; inactives centre near 23
Target sequence (P83916 whole entry, looked up): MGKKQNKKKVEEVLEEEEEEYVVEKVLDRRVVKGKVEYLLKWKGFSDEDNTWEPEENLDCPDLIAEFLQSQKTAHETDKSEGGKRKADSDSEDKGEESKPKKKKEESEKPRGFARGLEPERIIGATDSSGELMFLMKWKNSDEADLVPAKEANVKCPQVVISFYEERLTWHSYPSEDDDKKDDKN
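AlphaScreen: HP1-beta (50 nM) preformed 30 min with biotin-H3(1-18)K9me3 peptide (50 nM) in PBS pH 7.4, 0.01% Tween-20. Compound added for 30 min at RT, then streptavidin donor/nickel chelate acceptor beads (10 ug/mL) for 30 min.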
GLS inh = glutaminase GLS (human) inhibition | O94925 | GLS enzymatic activity, qHTS titration | Potency, µM (series often up to 45.5 µM), without a hit: top-dose activity change, negative = inhibition, usual class: inhibitors | hit rate 0.21% among 410,000 | AID 624170; also: potency is read from the fitted curve at half-maximal effect; % is scaled to controls: 0 for no effect and ±100 for the full control effect
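Assay buffer: 45 mM KH2PO4 pH 8.2, 0.02% Tween-20. hKGA acts on L-glutamine (1 mM solution added); product glutamate is reported by an oxidase/peroxidase Amplex Red coupling, with fluorescence taken at baseline and 30 min.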
G9a inh = inhibitors of human histone lysine methyltransferase G9a. Q96KQ7. G9a H3K9 monomethylation, AlphaScreen, 2 h. Potency, µM (series often up to 102 µM), inactives show top-dose activity, negative = inhibition, most hits filed as inhibitors. hit rate 8.8% among 350,000. AID 504332; also: potency is read from the fitted curve at half-maximal effect; % is scaled to controls: 0 for no effect and ±100 for the full control effect; nearly all actives have a fitted effect of over 75% in size
Target sequence (Q96KQ7 913-1193 limits assumed): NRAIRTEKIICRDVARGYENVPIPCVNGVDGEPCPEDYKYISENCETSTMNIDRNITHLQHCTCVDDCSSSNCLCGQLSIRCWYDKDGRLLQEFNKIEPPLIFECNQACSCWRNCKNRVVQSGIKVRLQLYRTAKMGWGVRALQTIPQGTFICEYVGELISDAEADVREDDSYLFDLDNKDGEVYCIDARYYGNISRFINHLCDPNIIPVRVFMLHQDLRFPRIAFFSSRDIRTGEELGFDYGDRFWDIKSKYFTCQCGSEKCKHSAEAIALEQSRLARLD
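Using a bead-based AlphaScreen, monomethylated H3K9 product from 2 h room-temperature reactions (G9a 20 nM, peptide 500 nM, SAM 20 uM) was detected with 0.5 ug/mL rabbit anti-H3K9me1 antibody.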
Numbers without * were called inactive; i = inactive; ? = inconclusive; nt = not tested or not shown; & = joins results of further samples; [ ] = remark or other dose. Unless noted, calls follow the shape of the dose curve; as a rule, active = well fitted curve in the direction sought with a large enough effect; inconclusive = small, poorly fitted or top-dose-only effect, or another doubt; inactive = no such curve, though single readings can be large; an effect the other way counts as inactive or inconclusive. Some of the compounds tested. The share of hits here may be higher or lower than overall.

SMILES	JMJD2A Tudor	Pin1 inh	BAZ2B block	PGK inhibitor	PI4K2A inh	POLH inh	HP1b chromo inh	GLS inh	G9a inh
COc1ccc(-c2nn3cnnc3s2)cc1OC	-8%	5%	1%	6%	-2	-3%	1%	-1%	nt
COCCOC(=O)c1c(C)oc2ccc(OCC=C(C)C)cc12	126%[activator]	1%	197%[activator]	nt	-2	-14%	201%[activator]	-2%	nt
COc1ccccc1C(=O)NNC(=O)c1ccc(Br)o1	5%	-3%	-18%	-7%	5	-8%	25%	4%	7%
COCCCNC(=O)CCc1nc(-c2ccccc2Cl)no1	2%	-5%	-2%	15%	4	-3%	21%	4%	16%[12.7 µM]
Cc1ccc(NC(=O)c2cc(S(=O)(=O)N3CCCC3)c[nH]2)c(C)c1	-21%&-1%	-1%&-2%	?	-12%&-10%	-5&-14	-9%&13%	26%&14%	-8%&-8%	-19%
CCN(CC)S(=O)(=O)c1ccc(S(=O)(=O)N2CCCC(C(=O)NC3CC3)C2)cc1 (stereo not given)	-2%	-8%	2%	-6%	1	-1%	13%	-4%	22%
O=C(NCCO)C1(c2ccccc2)CCCC1	3%	5%	8%	-5%	-6	-11%	34%	2%	-2%[12.7 µM]
CC1=NC(C(F)(F)F)(C(F)(F)F)C2=C(CC(C)(C)CC2=O)N1Cc1ccco1	-4%	2%	6%	-2%	-2	-7%	19%	9%	-14%
O=C(CSc1nnc(Cc2cc(=O)[nH]c(=O)[nH]2)n1-c1ccccc1)N1CCCc2ccccc21	-8%	-15%	7%	-13%	-3	-7%	23%	-6%	-31%[0.0925 µM]
CCCC(=O)Nc1ccccc1NC(=O)C1CCCCC1	-10%	4%	8%	4%	-8	6%	7%	1%	7%[59 µM]
C[N+]12CCC(CC1)C(OC(=O)C(O)(c1ccccc1)c1ccccc1)C2 (stereo not given)	-11%	1%	2%	-7%	2&4	-18%	29%	2%	7%
Cn1c(C(O)c2ccc(Br)cc2)nc(Cl)c1Cl (stereo not given)	-31%	-1%	-37%	5%	3	-15%	14%	-1%	-9%
CC1c2ccccc2-c2ccccc2N1C (stereo not given)	4%	-1%	nt	7%	-3	-15%	35%	-18%	nt
COc1ccc(S(=O)(=O)N2c3ccccc3OCC2c2ccccc2)cc1 (stereo not given)	-12%	-2%	3%	-8%	0	-9%	25%	-1%	-27%[12.7 µM]
COc1ccc(OC)c(C(=O)Cn2c3[n+](c4ccc(C(F)(F)F)cc42)CCCCC3)c1	-20%	2%	-19%	-2%	-3	-8%	11%	0%	-12%
C/C(=N\NC(=O)CN(c1ccccc1)S(=O)(=O)c1ccccc1[N+](=O)[O-])C(C)(C)C	-31%	-5%	-10%	i	-4	-18%	8%	-1%	2%
COc1ccc(S(=O)(=O)N(CCCN2CCCC2=O)Cc2cc3c(C)cc(C)cc3[nH]c2=O)cc1	10%[57.1 µM]	6%	-7%	-3%	0	-11%	40%	-6%	0%
COc1ccc(/C(C)=N/NC(=O)c2ccc3nc[nH]c3c2)cc1	-1%	-13%	-2%	i	-5	-7%	51%[activator]	5%	68%[activator]
Cc1ccc(C(C)C)c(OCc2nn(CC(=O)c3ccc(Cl)cc3)c3[n+]2CCCCC3)c1	-29%	?	-10%	i	-1	-27%	-4%	?	-3%
COc1ccc(-c2nnc(SCC(=O)Nc3c(Cl)cc(Cl)cc3C(=O)O)o2)cc1	-28%	1%	nt	0%	-1	-6%	-1%	-5%	nt
Cc1ccc(-c2nnc(N3CCN(c4ccccn4)CC3)c3ccccc23)cc1	?	9%	?	-2%	-4	?	1%	0%	-46%[59 µM]
O=C(c1ccco1)N1CCN(C(=O)C(Cc2ccccc2)NS(=O)(=O)c2cccs2)CC1 (stereo not given)	-7%	4%	5%	0%	-4	-4%	16%	2%	?
O=C(CCc1ccccc1)N[C@@H]1c2ccccc2CC[C@@H]1OCc1ccccc1	-15%	1%	nt	-8%	-3	-2%	3%	0%	nt
O=C(O)CSc1nc2ccccc2nc1Cc1ccccc1F	-22%	4%	-2%	-3%	3	-8%	-3%	?	27%
Cc1ccc(OCC(=O)Nc2ccc(C(N)=O)cc2)cc1	17%	-1%	-1%	-4%	-3	-10%	17%	-5%	13%
O=C1NC(=S)SC1=Cc1ccc(F)cc1	-31%	-10%	nt	4%	-4	-2%	-3%	23%	nt
CCOc1ccccc1C(=O)Nc1nnc(COC)s1	-7%&-8%	-2%&-1%	4%&1%	8%&1%	2&1	-4%&-14%	14%&20%	-12%&-1%	-24%[59 µM]
Fc1ccccc1Nc1ncnc2c1nnn2Cc1ccccc1	17%	7%	0%	1%	6	-15%	42%[activator]	-9%	19%
CC1(C)Oc2ccc3ccc(=O)oc3c2C[C@H]1O[C@@H]1O[C@H](CO)[C@@H](O)[C@H](O)[C@H]1O	-6%	-15%	nt	-9%	1	3%	27%	-5%	nt
CC(=O)c1ccc(-c2ccc(C(=O)Nc3nc(C)c(C(C)=O)s3)o2)cc1	-1%	48%[activator]	3%	8%	-3	?	41%[activator]	-5%	-9%[59 µM]
O=C(CCCn1c(SCC(=O)Nc2ccccc2Cl)nc2ccccc2c1=O)NCC1CCCO1 (stereo not given)	-10%	0%	-11%	-2%	0	19%	21%	1%	nt
Cc1occc1C(=O)/C(C#N)=C/c1ccc(O)c(Br)c1	-22%	?	-38%	-5%	-14	?	-9%	-14%	50µM*
CC(=O)c1ccc(N2CCN(C(=O)CCCc3nc4ccccc4s3)CC2)cc1	-18%	15%	-2%	7%	1	-3%	22%	9%	-9%
Cc1cc(C)cc(-n2c(SCC(=O)NCc3ccco3)nc3ccccc3c2=O)c1	-9%	4%	-2%	3%	1	-15%	-27%	13%	-6%[59 µM]
CCN(CC)c1ccc(/C=N/NC(=O)c2ccco2)c(O)c1	-34%	?	?	2%	-5	-7%	48%[activator]	30%	nt
CC(=O)Oc1ccc2nc(-c3ccco3)oc(=O)c2c1	28µM*	-3%	-24%	5%	5	-16%	21%	8%	-38%[59 µM]
CCC(CCNC(=O)c1ccccc1)(CCNC(=O)c1ccccc1)[N+](=O)[O-]	3%	1%	nt	-2%	-3	-22%	42%[activator]	-10%	nt
Cc1ccc(CNC(=O)COC(=O)c2ccc(Br)cc2)cc1	-9%	-7%	14%	-6%	7	-14%	33%	0%	-10%[59 µM]
O=C(CNS(=O)(=O)c1ccc(Br)cc1Cl)OCC(=O)N1CCCC1=O	1%	5%	37%[activator]	-3%	-7	-7%	57%[activator]	-1%	-14%[12.7 µM]
CNc1nc(-c2ccccc2)cc(C)c1S(C)(=O)=O	105%[activator]	0%	68%[activator]	-4%	11	-13%	240%[activator]	-2%	144%[activator]
COc1ccc(N2CCN(C(c3cccs3)C(C)NC(=O)C(=O)N3CCOCC3)CC2)cc1 (stereo not given)	-7%	-3%	5%	i	-1	-10%	12%	32%[activator]	?
O=C(CNCc1cccs1)Nc1ccc(N2CCCCCC2)cc1	22µM*	-9%	22µM*	-5%	-1	-4%	25µM*	13%	8.9µM*
COc1ccc(C)cc1NC(=O)C(=O)NCC(c1cccnc1)N1CCN(c2ccccc2F)CC1 (stereo not given)	-8%	9%	-4%	-4%	1	-24%	37%	-2%	1%[59 µM]
Cc1nnc(SCC2=C(C(=O)O)N3C(=O)C(NC(=O)Cn4nc(C(F)F)cc4C)C3SC2)s1 (stereo not given)	25µM*	?	50µM*	?	-8	8.9µM*	10%	-18%	14µM*
CC(=O)Nc1ccc(C(=O)OCC(=O)N2CC3(C)CC2CC(C)(C)C3)cc1 (stereo not given)	-10%	-9%	nt	-1%	0	-13%	34%[57 µM]	6%	nt
CCCCN1C(C(=O)c2ccccc2)=C(OC(=O)CC)c2ccccc2S1(=O)=O	-30%	9%	-19%	-1%	21	-13%	30%	22%	-33%[59 µM]
COC(=O)c1ccccc1NC(=O)CCS(=O)(=O)c1nc(-c2ccc3c(c2)OCO3)cc(C(F)(F)F)n1	0%	31%[activator]	11%	-2%	3	-13%	45%	-1%	-16%[59 µM]
CC(C)OCCCNC(=O)CCSc1ccc(Cl)cc1	-1%	-1%	-12%	i	-1	-1%	6%	-15%	?
CC1(C)OC1COc1c2ccoc2cc2oc(=O)ccc12 (stereo not given)	-21%	1%	-7%	-2%	3	-15%	18%	1%	0%
CC1CN(C(=O)C2CCCC2)C(C)CN1C(=O)C1CCCC1 (stereo not given)	0%	-1%	4%	-7%	-1	-6%	30%	1%	5%[59 µM]
CCN1C(=O)/C(=C/c2cn(C)nc2C)SC1=S	-15%	?	1%	i	3	-13%	16%	-3%	-26%[59 µM]
CC(=O)NCC(=O)OCC(=O)c1ccc2ccccc2c1	1%	5%	9%	i	3	-7%	28%	-8%	9%[59 µM]
O=C(COc1ccc2c(C(F)(F)F)cc(=O)oc2c1)Nc1ccc2c(c1)OCCO2	-1%	1%	1%	-9%	1	-13%	35%[activator]	-9%	-20%[59 µM]
O=C(NCc1cccnc1)Nc1cccc(C(F)(F)F)c1	-6%	-2%	-11%	3%	-1	3%	37%	5%	-7%
Nc1c(C(=O)C2CC2)sc2nc3c(cc12)CCC3	0%	-2%	10%	i	-6	-3%	59%[activator]	-2%	?

Single records (already shown). Screens in order: JMJD2A Tudor, Pin1 inh, BAZ2B block, PGK inhibitor, PI4K2A inh, POLH inh, HP1b chromo inh, GLS inh, G9a inh
CC1CN(C(=O)C2CCCC2)C(C)CN1C(=O)C1CCCC1 (stereo not given) as listed: 0%, -1%, 4%, -7%, -1, -6%, 30%, 1%, 5%[59 µM]
O=C(COc1ccc2c(C(F)(F)F)cc(=O)oc2c1)Nc1ccc2c(c1)OCCO2 as listed: -1%, 1%, 1%, -9%, 1, -13%, 35%[activator], -9%, -20%[59 µM]
